Screening data (PubChem BioAssay)
15-hLO-2 inh: 15-hLO-2 (ALOX15B) enzyme inhibition. O15296. Potency, µM (doses to about 57.1 µM), inactives show at the top dose activity change, negative = inhibition, actives largely listed as inhibitors. AID 881. 110,000 tested, 0.56% active. purified 15hLO-2, xylenol orange hydroperoxide absorbance; further: potency means the concentration at half of the fitted maximal effect; nearly all actives have a fitted effect of over 60% in size; many of its hits are not listed in these tables
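Purified human 15hLO-2 (50 nM final) preincubated with compounds 15 min at room temperature in 25 mM Hepes pH 7.5, 0.01% Triton X-100, then 45 uM arachidonic acid added for 90 min; hydroperoxide detected via ferrous/xylenol orange, 573/405 nm absorbance ratio.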
IMPase cell inh: IMPase inhibition in cells. 120,000 tested, under 10 active. inhibition (IP1 accumulation), % at 46.1 µM. CHO-M1 cells, IP1 accumulation, HTRF TR-FRET ratio. AID 901; active means well fitted curve in the direction sought with a large enough effect in the signal ratio, not every such curve was filed as active; inconclusive means small, poorly fitted or top-dose-only effect, or a change in a side signal; inactive means no such curve, though single readings can be large or run the other way; the % refers to the signal ratio;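 further: cells stimulated with carbachol in lithium chloride buffer; plate controls were DMSO basal wells for no effect and reference inhibitor wells for full effect; higher means more IMPase inhibition seen as more IP1 and lower FRET ratio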
Target sequence (P97697 whole entry, looked up): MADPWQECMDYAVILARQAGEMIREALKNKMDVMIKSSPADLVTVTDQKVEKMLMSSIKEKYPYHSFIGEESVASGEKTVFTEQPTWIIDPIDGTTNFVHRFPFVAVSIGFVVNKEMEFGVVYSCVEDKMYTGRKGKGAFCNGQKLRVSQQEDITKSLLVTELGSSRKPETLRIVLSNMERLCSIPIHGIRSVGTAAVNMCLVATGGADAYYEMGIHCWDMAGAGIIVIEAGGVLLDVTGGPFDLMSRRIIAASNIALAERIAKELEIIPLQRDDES
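CHO-M1, 2000 cells/well, cultured 16–30 h; cpd up to 46 uM; carbachol (50 uM solution, stimulation buffer w/ 50 mM LiCl, pH 7.4), 30 min 37C; IP-One TR-FRET, 10 min RT; Ex 320/Em 665, 620; Hill-fit AC50.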
12-hLO inh: inhibitors of human 12-lipoxygenase (ALOX12) | 150,000 tested, 0.12% active | Potency, µM (top dose mostly 57.1 µM), for the others: at the highest dose activity change, negative = inhibition, most hits filed as inhibitors | AID 1452 | P18054 | purified 12-hLO, xylenol orange hydroperoxide absorbance; further: potency means the concentration at half of the fitted maximal effect; nearly all actives have a fitted effect of over 55% in size; many of its hits are not listed in these tables
Target sequence (P18054 whole entry, looked up): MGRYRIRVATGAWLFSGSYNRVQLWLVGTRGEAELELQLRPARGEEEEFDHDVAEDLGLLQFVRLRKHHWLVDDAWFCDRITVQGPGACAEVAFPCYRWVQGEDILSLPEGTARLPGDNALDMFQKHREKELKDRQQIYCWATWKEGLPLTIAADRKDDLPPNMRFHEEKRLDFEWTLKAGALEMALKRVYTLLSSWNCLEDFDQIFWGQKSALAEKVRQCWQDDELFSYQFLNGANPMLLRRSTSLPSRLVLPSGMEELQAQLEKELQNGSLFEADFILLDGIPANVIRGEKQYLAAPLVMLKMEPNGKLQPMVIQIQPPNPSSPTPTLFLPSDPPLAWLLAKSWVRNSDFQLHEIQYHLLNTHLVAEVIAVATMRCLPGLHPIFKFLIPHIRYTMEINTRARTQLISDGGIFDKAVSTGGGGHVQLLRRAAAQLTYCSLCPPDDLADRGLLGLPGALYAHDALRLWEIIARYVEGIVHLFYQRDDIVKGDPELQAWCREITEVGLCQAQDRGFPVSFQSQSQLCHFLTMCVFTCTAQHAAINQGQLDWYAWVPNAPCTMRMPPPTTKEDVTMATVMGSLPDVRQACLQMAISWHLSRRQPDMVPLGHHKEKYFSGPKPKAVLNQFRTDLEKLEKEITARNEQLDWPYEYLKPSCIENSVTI
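Xylenol orange chromogenic assay: hydroperoxide from 12hLO oxidises Fe(II), giving red-shifted Fe(III)-XO absorbance. Conditions: 150 nM enzyme, 40 uM arachidonic acid, 25 mM Hepes pH 7.0, 0.01% Triton X-100, 30 min, room temperature.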
PNC inhibitor: inhibitors of perinucleolar compartment assembly | PC3M PTB-GFP, PNC prevalence imaging, 16 h; stronger effect = lower value | AID 2417 | activity change (PNC), negative = inhibition, % at 10 µM | 140,000 tested, 3.1% active;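 active means readout at or below -70, meaning at least 70% loss of cells showing the perinucleolar compartment, a nuclear body marking cancer cells; inconclusive means readout between -30 and a set limit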;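 further: plate controls were DMSO wells for no effect and camptothecin positive control wells for full effect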
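Compounds are pinned in duplicate onto adhered PC3M cells stably expressing GFP-tagged PTB and incubated 16 h at 37 C. Cells are then fixed, nuclei stained with Hoechst, and PNC-positive cells counted.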
* hit, by the source's call; ? = inconclusive; . = no result given; [ ] = another dose, or the depositor's remark. Unless noted, the call rests on the fitted dose curve; in most records, active means well fitted curve in the direction sought with a large enough effect; inconclusive means small, poorly fitted or top-dose-only effect, or another doubt; inactive means no such curve, though single readings can be large; an effect the other way counts as inactive or inconclusive. Unless noted, on the % scale 0 is the no-effect control and ±100 the full control effect. These rows are one share of the data; count on the stated rates, not on these rows.

SMILES	15-hLO-2 inh	IMPase cell inh	12-hLO inh	PNC inhibitor
CCN(CC(=O)NCc1cccs1)S(=O)(=O)c1cccc(C(C)=O)c1	-1.6%	7.1	-4.5%	-83.0*
Cc1ccc(SCC2CNc3nc4ccccc4c(=O)n32)c(C)c1 (stereo not given)	-9.7%	-0.6	7.5%	-11.3
COc1ccc(-c2c(S(=O)(=O)c3ccccc3)cnn2-c2ccccc2)cc1	-8.6%	4.8	-7.0%	?
COc1cc(C2C(C(C)=O)=C(O)C(=O)N2CCN(C)C)ccc1O (stereo not given)	8.7%	2.2	-5.7%	-20.9
CC(C)(C)c1ccc(OC(=O)c2ccc3nsnc3c2)cc1	0.4%	1.6	15.4%	?
CCOC(=O)CSc1cc(CS(=O)c2ccc(Cl)cc2)nc(-c2ccccc2)n1 (stereo not given)	-5.2%	4.3	-10.6%	36.1
CCn1c(SCc2c(F)cccc2Cl)nnc1-c1ccco1	-11.6%	10.2	0.5%	?
Cn1c(=O)[nH]c(=O)c2c1nc(CN1CCN(c3cccc(Cl)c3)CC1)n2CCCc1ccccc1	-0.3%	2.9	-2.4%	18.2
Cn1c(Cc2ccccc2)nnc1SCC(=O)N1CCOCC1	5.3%	19.1	-0.1%	?
COc1ccc(-c2nc(-c3cccc(C)c3)[nH]c(=O)c2C#N)cc1	-10.8%	-4.6	-3.3%	?
O=[N+]([O-])c1cccc(Cl)c1NCCNS(=O)(=O)c1ccc(Cl)cc1	.	-3.4	-7.3%	?
Cc1ccc2nc(CSc3nnc(Nc4ccccc4C)s3)cc(=O)n2c1	.	.	-2.9%	?
Cc1c(NC(=O)c2cccc(-c3cc4ccccc4oc3=O)c2)cccc1-c1nc2ncccc2o1	.	1.9	-2.4%	27.4
C[N+](C)(CCCOc1ccccc1)c1ccccc1	-1.0%[25.6 µM]	4.3[20.6 µM]	-0.2%[25.6 µM]	.
Nn1cc(-c2ccccc2)nc1SCC(=O)N1CCN(S(=O)(=O)c2ccccc2)CC1	3.4%	8.6	-4.8%	?
COC(=O)C1=C(C)Nc2ccc(C)cc2S1	6.31µM*	11.1	-20.2%	-1.8
Cc1nn(C)c(C)c1NC(=O)CSc1nc(C2CC2)nc2c1cnn2-c1ccccc1	-2.4%	2.7	1.2%	71.4
Cc1nc2sc(C(c3ccco3)N3CCN(C(c4ccccc4)c4ccccc4)CC3)c(O)n2n1 (stereo not given)	8.6%	3.9	-20.5%	-9.1
CCCn1c(N)c(C(=O)CSc2nnc(-c3ccco3)n2Cc2ccccc2)c(=O)[nH]c1=O	-2.8%	1.0	-16.8%	-24.8
O=C(Nc1ccc2c(c1)OCCO2)c1ccc2nccnc2c1	-10.8%	-12.9	-5.5%	20.9
CCN(CC)CC[n+]1ccc2c(C)c3[nH]c4ccccc4c3c(C)c2c1	31.6%[activator][11.4 µM]	.	8.7%[11.4 µM]	.
Cc1ccc(C)n1-c1ccc(NC(=O)c2ccccc2)cc1	.	.	-3.1%	-11.9
CCOc1ccc(CCNC(=O)C2CCN(c3ccc(N4CCOCC4)nn3)CC2)cc1OCC	-1.6%	7.6	0.3%	3.1
Cc1cc(NS(=O)(=O)c2ccc(NC(=O)c3cc4ccccc4o3)cc2)no1	-6.6%	4.1	2.4%	27.8
COc1ccc(CC(=O)Nc2nccs2)cc1OC	.	.	0.0%	96.5

Part of the list above, reduced to PNC inhibitor, 12-hLO inh and IMPase cell inh.
Molecule | PNC inhibitor | 12-hLO inh | IMPase cell inh
CCCn1c(N)c(C(=O)CSc2nnc(-c3ccco3)n2Cc2ccccc2)c(=O)[nH]c1=O | -24.8 | -16.8% | 1.0
O=C(Nc1ccc2c(c1)OCCO2)c1ccc2nccnc2c1 | 20.9 | -5.5% | -12.9
CCN(CC)CC[n+]1ccc2c(C)c3[nH]c4ccccc4c3c(C)c2c1 | . | 8.7%[11.4 µM] | .
Cc1ccc(C)n1-c1ccc(NC(=O)c2ccccc2)cc1 | -11.9 | -3.1% | .

Back to the main list; the 6 compounds before the break are reprinted first.
SMILES	15-hLO-2 inh	IMPase cell inh	12-hLO inh	PNC inhibitor
O=C(Nc1ccc2c(c1)OCCO2)c1ccc2nccnc2c1	-10.8%	-12.9	-5.5%	20.9
CCN(CC)CC[n+]1ccc2c(C)c3[nH]c4ccccc4c3c(C)c2c1	31.6%[activator][11.4 µM]	.	8.7%[11.4 µM]	.
Cc1ccc(C)n1-c1ccc(NC(=O)c2ccccc2)cc1	.	.	-3.1%	-11.9
CCOc1ccc(CCNC(=O)C2CCN(c3ccc(N4CCOCC4)nn3)CC2)cc1OCC	-1.6%	7.6	0.3%	3.1
Cc1cc(NS(=O)(=O)c2ccc(NC(=O)c3cc4ccccc4o3)cc2)no1	-6.6%	4.1	2.4%	27.8
COc1ccc(CC(=O)Nc2nccs2)cc1OC	.	.	0.0%	96.5
C=CCSc1nnc(NC(=O)CSc2nc3ccccc3o2)s1	-4.7%	-10.1	9.2%	-23.2
COc1ccc(/C=C2/SC(=O)N(CCNC(=O)C3CCCN3C(=O)c3cccs3)C2=O)cc1 (stereo not given)	.	.	0.6%	-99.6*
COc1ccc(N2CCn3c2nc2c3c(=O)n(CCc3ccccc3)c(=O)n2C)c(OC)c1	-15.5%	-11.2	-5.1%	16.8
CCOc1cc(C)c(Cl)cc1S(=O)(=O)NCC1CCCO1 (stereo not given)	1.0%	16.0	-5.3%	-22.6
COc1ccc(CN2C(=O)C(O)(CC(=O)c3ccc4c(c3)OCO4)c3ccccc32)cc1OC (stereo not given)	-9.2%	0.8	-8.7%	24.1
CC(C)(C)c1ccc2c(c1)C(c1ccc3c(c1)OCO3)CC(=O)O2 (stereo not given)	?	.	-8.2%[0.00818 µM]	.
CCOc1ccccc1N1CC(C(=O)Nc2nccs2)CC1=O (stereo not given)	-3.2%	4.0	-6.7%	?
Cc1ccc(C)c(-n2c(SCC(=O)NCC3CCCO3)nnc2-c2ccoc2C)c1 (stereo not given)	-13.9%	5.6	-1.2%	15.6
FC(F)Sc1nnc(-c2cccs2)n1-c1ccccc1	-1.7%	-0.3	3.5%	-80.1*
Cc1cc(NC(=O)CSc2nc3ccccc3c(=O)n2C(C)c2ccccc2)no1 (stereo not given)	3.2%	-0.4	3.6%	?
Cc1ccc(/C=C/C(=O)Nc2ccc(Oc3ccccc3)cc2)o1	.	13.4	-2.1%	30.9
O=C(N/N=C/c1cc(Br)ccc1O)C(=O)Nc1ccccc1OC(F)(F)C(F)F	-13.6%	-18.8	?	41.8
CCOC1(OCC)C(c2ccc(N)cc2)C(C#N)(C#N)C1(OCC)OCC (stereo not given)	-16.9%	17.3	1.1%	50.3
CSc1cccc(NC(=O)CN2C(=O)c3ccccc3S2(=O)=O)c1	1.7%	6.4	-6.7%	45.3
Cc1occc1-c1nnc(SCC(=O)N2CCN(c3ccc(F)cc3)CC2)n1C	-3.7%	-2.1	3.3%	?
CCCS(=O)(=O)C(=C(Nc1ccc(OC)cc1)Nc1ccc(OC)cc1)S(=O)(=O)CCC	-1.7%	-0.6	-6.2%	-21.9
CCOC(=O)C1=C(c2ccccc2)NC(SCC(=O)Nc2ccccc2C)=C(C#N)C1c1ccco1 (stereo not given)	-13.3%	7.1	-8.2%	?
C=CCNC(=O)C(=O)c1c(-c2ccccc2)[nH]c2ccccc12	.	.	3.0%	39.7
CCOC(=O)C1=C(C)c2ccccc2N(S(=O)(=O)C(F)(F)F)C1C(=O)OCC (stereo not given)	13.4%[0.0915 µM]	.	-1.1%[0.00818 µM]	.
COc1ccc(OC)c(NC(=O)CSc2nnc(CNc3ccc(C)cc3C)o2)c1	-8.0%	-0.1	-9.4%	12.5
CC(Sc1nnc(Nc2ccccc2)s1)C(=O)NC1CCCc2ccccc21 (stereo not given)	.	7.1	1.2%	?
Cc1ccc(-c2c(C(=O)NCc3ccc(F)cc3)oc(=O)c3ccccc23)cc1	.	.	0.7%	?
COc1ccc(C2=NN(CC(=O)NCc3ccco3)C(=O)CC2)cc1	.	36.9[activator]	-1.1%	1.8
CN(C)c1ccc(NC(=O)COC(=O)CCC(=O)c2ccc(F)cc2)cc1	-8.2%	12.2	-2.1%	47.9
COc1cc(OC)nc(-n2ncc(Br)c(Br)c2=O)n1	.	.	3.1%	?

The listing continues.
SMILES	15-hLO-2 inh	IMPase cell inh	12-hLO inh	PNC inhibitor
Cc1ccc(C)c(NC(=O)CSc2nnc(Cc3cccn3C)n2-c2ccc(F)cc2)c1	.	2.9	-0.4%	51.0
CC(C)c1ccc(O)c(NC(=O)c2cccnc2)c1	1.6%	-1.0	-2.4%	-13.9
CCCCN(C)C(=O)C1CCN(CCCc2ccccc2)CC1	3.7%	8.6	-3.5%	-22.8
Cc1ccc(-c2nc3ccccc3n3nnnc23)cc1	-5.1%	6.0	-0.5%	?
CCCN(CCC)S(=O)(=O)c1ccc(C(=O)NNc2nc(-c3ccccc3)c3cc(Br)ccc3n2)cc1	.	.	-0.2%	-13.2
O=C(Nc1ccc(F)cc1)OCCN1CCN(Cc2ccccc2)CCC1=O	3.3%[0.0915 µM]	.	-1.3%[0.00818 µM]	?
COc1ccc(-c2c(C#N)c(N)nc3c2CCCCCC3)cc1OC	0.3%	0.0	1.7%	-2.4
COc1ccccc1NC(C)C(=O)N/N=C/c1ccccc1OCc1cccc(Br)c1 (stereo not given)	.	.	0.9%	23.9
Cc1nc2c(ccc3nc(NC(=O)Cc4cccc5ccccc45)sc32)s1	.	.	0.7%	15.5
CCOC(=O)N1CCN(C(=O)CCCN2C(=O)CSc3nc(C)cc(C)c32)CC1	2.6%	7.1	5.7%	4.1
CC(C)C(NC(=O)CSCc1ccc([N+](=O)[O-])cc1)C(C)C	.	.	-2.5%	12.7
O=S(=O)(c1ccccc1F)N(Cc1ccco1)Cc1nnc(-c2ccccc2Br)o1	-11.9%	1.4	-7.2%	-4.5
COc1ccc(CNC(=O)Oc2ccccc2)cc1Cl	-4.2%	-1.1	2.0%	5.0
CC(=O)NNc1nc(-c2ccc(NC(C)=O)cc2)cs1	.	.	-6.5%	14.5
O=C(Nc1nc(-c2ccccc2)c(-c2ccccc2)s1)c1ccc(S(=O)(=O)N2CCCC2)cc1	16.1%	4.7	-2.1%	15.8
O=C1C2ON(c3ccccc3)C(c3cccnc3)C2C(=O)N1Cc1ccccc1 (stereo not given)	2.2%	2.0	1.8%	?
O=C(N1CCOCC1)C1(c2ccc(Cl)cc2)CCCC1	-4.0%	3.3	-3.4%	?
CC(C)CCN(C(=O)CNC(=O)c1ccco1)C(C(=O)NC1CCCCC1)c1ccco1 (stereo not given)	-10.4%	6.4	4.6%	1.3
COc1ccccc1-c1nnc(SCC(=O)N2CCC(C)CC2)o1	0.8%	-5.8	-0.4%	-4.9
CCOC(=O)c1cnc2c(C#N)c(C)nn2c1-c1ccccc1	1.6%	7.6	-5.0%	-10.1
O=C(Cn1ncc2c(=O)oc3ccccc3c21)NCCCN1CCCC1=O	.	-1.5	-1.1%	40.3
O=c1c2ccccc2nc(-c2ccccc2)n1Cc1ccco1	-6.6%	-0.2	5.1%	?

2 of the compounds above, in CSV form.
SMILES,15-hLO-2 inh,IMPase cell inh,12-hLO inh,PNC inhibitor
CC(C)CCN(C(=O)CNC(=O)c1ccco1)C(C(=O)NC1CCCCC1)c1ccco1 (stereo not given),-10.4%,6.4,4.6%,1.3
O=S(=O)(c1ccccc1F)N(Cc1ccco1)Cc1nnc(-c2ccccc2Br)o1,-11.9%,1.4,-7.2%,-4.5
